DDE Tn6 FP inh: inhibitors of Tn6 peptide binding to fibrin DD(E), primary screen, biochemical, fluorescence polarization, human fibrin, Tn6 probe; Fibrinogen beta chain (Homo sapiens), P02675; Fibrin DD(E) TRITC-Tn6 fluorescence polarization displacement; inhibition, % at 8.3 µM; 370,000 compounds, 0.21% hits; AID 720509, 2013;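 active = inhibition above a per-campaign cutoff: mean of compounds within control limits plus 3 SD, cut at about 15% in these data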;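 note: 0% = median of all compound wells on the plate and 100% = blocking peptide control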
Target sequence (P02675 whole entry, looked up): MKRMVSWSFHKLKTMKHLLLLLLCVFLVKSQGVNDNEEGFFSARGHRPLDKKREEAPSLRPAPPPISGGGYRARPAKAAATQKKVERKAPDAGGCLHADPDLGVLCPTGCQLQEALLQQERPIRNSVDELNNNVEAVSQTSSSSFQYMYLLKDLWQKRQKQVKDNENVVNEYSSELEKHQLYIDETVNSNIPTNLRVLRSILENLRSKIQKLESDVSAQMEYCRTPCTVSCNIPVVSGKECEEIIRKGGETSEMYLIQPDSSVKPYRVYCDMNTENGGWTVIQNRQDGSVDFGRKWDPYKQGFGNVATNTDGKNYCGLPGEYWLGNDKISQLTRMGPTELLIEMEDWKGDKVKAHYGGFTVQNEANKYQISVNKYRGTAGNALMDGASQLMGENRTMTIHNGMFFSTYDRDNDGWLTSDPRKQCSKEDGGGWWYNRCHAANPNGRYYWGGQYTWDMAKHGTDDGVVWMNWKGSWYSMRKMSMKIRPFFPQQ
UHRF1 binding: UHRF1 methylated DNA binding inhibitors, primary screen, counter-screen for MBD2 inhibitor project, biochemical, TR-FRET, human UHRF1, single concentration; UHRF1 binding to methylated oligo; inhibition, % at 4.4 µM; 370,000 compounds, 0.75% hits; in the data active = inhibition above about 21%;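 note: UHRF1 SRA domain binding a hemimethylated CpG hairpin DNA probe; 0% = median of test compound wells and 100% = reference inhibitor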
ARFGAP1 inh: inhibitors of rat ARFGAP1 GAP activity, primary screen, biochemical, fluorescence polarization, GDP tracer; ADP-ribosylation factor GTPase-activating protein 1 (Rattus norvegicus), Q62848; Arfgap1-stimulated ARF1 GTP hydrolysis, GDP FP detection; inhibition, % at 16.5 µM; 360,000 compounds, 0.26% hits; AID 651572, 2012;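 active = inhibition above a per-plate limit, mean inhibition of low control wells plus 3 SD, cut at about 25% in these data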;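 note: 0% = DMSO wells with enzyme and 100% = wells lacking Arfgap1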
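Material – truncated rat Arfgap1 GAP domain · Buffer or medium – HEPES-based buffer, pH 7.5 · Reagent – human ARF1(Δ1-17)-GTP substrate · Dosing – 16.5 µM single point, 1.26% DMSO · Schedule – GTP hydrolysis reaction 2 h at 25 °C · Technique – GDP detection by fluorescence polarization · Benchmarks – No-Arfgap1 wells (100%) versus DMSO full-reaction wells (0%) · Repeats – single replicate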
PLCb3 inh: human PLC-beta3 inhibitors, primary screen, biochemical, fluorescence | AID 720704, 2013 | 1-phosphatidylinositol 4,5-bisphosphate phosphodiesterase beta-3 (Homo sapiens), Q01970 | Purified PLC-beta3, fluorogenic substrate | inhibition, % at 12.2 µM | 370,000 compounds, 0.18% hits; in the data active = inhibition above about 11%;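 note: 0% = median of compound wells on plate and 100% = full blocker control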
Tn7 DDE FP: inhibitors of Tn7 peptide binding to fibrin DD(E), primary screen, biochemical, fluorescence polarization, human fibrin, Tn7 probe. FP displacement of FITC-Tn7 peptide from fibrin DD(E); 0% = median of compound wells per plate. inhibition, % at 8.3 µM. Fibrinogen beta chain (Homo sapiens), P02675. 370,000 compounds, 0.13% hits. AID 720508, 2013;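 active = inhibition above the mean of compounds falling within the control limits plus 3 SD of them, cut at about 14% in these data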;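 note: 0% = plate median of compound wells and 100% = 10 µM Aha-Tn7 peptide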
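Test system – human fibrin DD(E) · Times – 10 min preincubation, 3 h with tracer, room temperature · Detection – fluorescence polarization of the labelled Tn7 tracer · Measure – percent inhibition normalized to high-control wells · Benchmarks – high control wells with 10 µM unlabelled Aha-Tn7 peptide (full inhibition) · Repeats – singlicate testing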
HGIII-sPLA2 inh: human group III sPLA2 inhibitors, primary screen, biochemical, QFRET, BODIPY PC-A2 liposome substrate. 370,000 compounds, 0.56% hits. inhibition, % at 12.2 µM. Group 3 secretory phospholipase A2 (Homo sapiens), Q9NZ20. AID 743126, 2013. QFRET BODIPY PC-A2 liposome hydrolysis, fluorescence;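 active = inhibition above mean plus 3 SD of compounds lying within the high and low control bounds, cut at about 19% in these data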;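 note: 0% = median of test compound wells and 100% = no enzyme DMSO wells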
PLC-gamma1 inh: PLC-gamma1 enzyme inhibitors, primary screen, biochemical, fluorescence, purified enzyme; 1-phosphatidylinositol 4,5-bisphosphate phosphodiesterase gamma-1 (Homo sapiens), P19174; fluorogenic substrate; inhibition, % at 12.2 µM; 370,000 compounds, 0.84% hits; AID 720700, 2013; in the data active = inhibition above about 9.5%
proKLK7 act: proKLK7 zymogen activators, primary screen, biochemical, fluorescence intensity | Kallikrein-7 (Homo sapiens), P49862 | purified proKLK7, EDANS-DABCYL substrate fluorescence; 100% is mature enzyme control, 0% vehicle | activation, % at 7 µM | 370,000 compounds, 0.9% hits;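 active = activation above the mean of all tested compounds plus 3 SD, computed per campaign excluding outliers beyond control limits, cut at about 13% in these data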
ASAP1 GAP inh: inhibitors of human ASAP1 ArfGAP activity, primary screen, biochemical, fluorescence polarization | Arf-GAP with SH3 domain, ANK repeat and PH domain-containing protein 1 (Homo sapiens), … | inhibition, % at 16.5 µM | 360,000 compounds, 0.19% hits | ASAP1-stimulated ARF1 GTP hydrolysis, GDP FP detection; in the data active = inhibition above about 25%;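 note: 0% = vehicle with enzyme and substrate and 100% = no enzyme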
Target sequence (Q9ULH1 325-724 limits assumed): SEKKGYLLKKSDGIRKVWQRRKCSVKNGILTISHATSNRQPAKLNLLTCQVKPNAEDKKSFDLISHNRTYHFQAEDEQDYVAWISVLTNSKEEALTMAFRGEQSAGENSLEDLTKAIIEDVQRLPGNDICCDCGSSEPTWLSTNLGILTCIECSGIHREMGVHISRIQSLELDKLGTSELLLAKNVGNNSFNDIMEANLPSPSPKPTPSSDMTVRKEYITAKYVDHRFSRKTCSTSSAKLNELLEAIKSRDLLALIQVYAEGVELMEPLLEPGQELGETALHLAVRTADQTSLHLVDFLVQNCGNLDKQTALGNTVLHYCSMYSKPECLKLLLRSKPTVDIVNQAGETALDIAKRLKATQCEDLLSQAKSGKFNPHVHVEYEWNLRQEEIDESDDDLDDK
Rev-erbA mod: modulators of Rev-erb alpha DNA binding, primary screen, biochemical, FITC-DNA, fluorescence polarization, uHTS; Nuclear receptor subfamily 1 group D member 1 (Homo sapiens), P20393; Rev-erbα–FITC-DNA binding, 90 min; activity, % at 10 µM; 370,000 compounds, 0.79% hits;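 active = activity above about 14%, limit read from the data; passing the limit was not always enough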;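 note: 0% = DMSO wells with 35 nM protein and 100% = DMSO wells with 750 nM protein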
* = called active by the depositor; i = inactive; x = no result given.

nr	mol	proKLK7 act	Rev-erbA mod	PLCb3 inh	HGIII-sPLA2 inh	PLC-gamma1 inh	DDE Tn6 FP inh	UHRF1 binding	ARFGAP1 inh	ASAP1 GAP inh	Tn7 DDE FP
1	O=C(C[C@H]1C/C=C\CC[C@@H](Cc2ccc(F)cc2)C(=O)O[C@H](c2ccccc2)CNC1=O)N[C@H](CO)Cc1ccccc1	0.0	-3	0	-1	3	10	2	2	8	5
2	Cc1cccnc1NC(=O)Nc1cccc(C(F)(F)F)c1	0.6	-3	3	0	10*	-2	15	-24	-6	-1
3	CCN(C(=O)COC(=O)c1oc2ccc(OC)cc2c1C)C1CCCCC1	-6.4	5	-140	2	-112	-9	2	20	9	4
4	O=C(CCc1nnc2n(CCc3ccccc3)c(=O)c3ccccc3n12)NCCCN1CCCCC1	0.8	-6	-9	-3	-4	0	0	5	13	3
5	COc1ccncc1-c1ccc(C2=CC(=O)CC(C)(C)C2=O)cc1	2.9	-4	-16	-6	-18	2	-2	1	1	0
6	O=C(Nc1ccc(Br)cc1)c1cccc(N2C(=O)C3C4CCC(C4)C3C2=O)c1 (stereo unspecified)	0.1	-2	0	-8	8	-5	0	3	6	-3
7	N#Cc1ccc(OCC(=O)N2CCN(S(=O)(=O)c3ccc(Cl)s3)CC2)cc1	0.3	1	-5	-8	-1	-2	-2	-3	8	3
8	Cc1ccsc1C(=O)N1CCC1(C)C(=O)NS(=O)(=O)c1ccc(C#N)cc1 (stereo unspecified)	-0.6	-7	-1	10	0	-1	0	16	-3	-4

Fetched by compound from the list above:
nr	mol	proKLK7 act	Rev-erbA mod	PLCb3 inh	HGIII-sPLA2 inh	PLC-gamma1 inh	DDE Tn6 FP inh	UHRF1 binding	ARFGAP1 inh	ASAP1 GAP inh	Tn7 DDE FP
8	Cc1ccsc1C(=O)N1CCC1(C)C(=O)NS(=O)(=O)c1ccc(C#N)cc1 (stereo unspecified)	-0.6	-7	-1	10	0	-1	0	16	-3	-4
6	O=C(Nc1ccc(Br)cc1)c1cccc(N2C(=O)C3C4CCC(C4)C3C2=O)c1 (stereo unspecified)	0.1	-2	0	-8	8	-5	0	3	6	-3

Later entries
nr	mol	proKLK7 act	Rev-erbA mod	PLCb3 inh	HGIII-sPLA2 inh	PLC-gamma1 inh	DDE Tn6 FP inh	UHRF1 binding	ARFGAP1 inh	ASAP1 GAP inh	Tn7 DDE FP
9	CCNC(=O)CCc1nc(-c2ccc(C(C)(C)C)cc2)no1	-0.7	4	1	0	1	-1	-1	6	6	5
10	Cc1ccc(S(=O)(=O)N2C(=O)CCC2C(=O)N2CCCCC2)cc1 (stereo unspecified)	-0.9	1	-1	2	-1	1	1	-1	-7	-2
11	CCN1C(=O)/C(=C/C2=Cc3ccccc3OC2C)SC1=S (stereo unspecified)	-0.4	-1	-13	-5	-4	-10	0	4	-2	-2
12	O=C(C1=C(O)C(=O)N(CCN2CCOCC2)C1c1cccc(Br)c1)c1cc2ccccc2o1 (stereo unspecified)	-0.1	-2	-31	-8	-16	0	-6	2	3	0
13	CN1C(=S)N(c2cccnc2)C(=O)/C1=C\c1ccc(N(C)C)cc1	0.2	7	-6	14	1	-2	43*	10	-21	-2
14	Cc1c(Cl)cccc1NC(=O)C1=COCCO1	0.0	3	2	-1	1	0	-2	2	-7	6
15	COc1ccc(-c2coc3c(C(=O)Nc4cccc(NS(C)(=O)=O)c4)cccc23)c(C)c1	0.1	7	-2	-29	1	-9	2	20	-11	-1
16	Cc1cccc(C)c1-n1nnnc1C(C1CC1)N1CCN(C/C=C/c2ccccc2)CC1 (stereo unspecified)	0.1	1	1	-11	0	-1	1	10	-9	0
17	Cn1cc(CN2CCCC(C(=O)c3cc(F)ccc3F)C2)c2ccccc21 (stereo unspecified)	0.3	0	3	-6	-2	3	-2	9	0	8
18	Cc1ccccc1-n1nc2c(c1NC(=O)C(C)C)CS(=O)(=O)C2	-1.1	1	-7	16	8	-1	5	-2	-6	12
19	CC(=O)Nc1ccc(N2C(=O)c3cccc4c(O)ccc(c34)C2=O)cc1	-4.2	29*	-122	-79	-93	4	-18	-6	-4	20*
20	CC(C)c1ccc2[nH]c3c(c2c1)CCC/C3=N\NC(=O)c1ccncc1	4.5	7	-125	-6	-82	-7	2	7	9	-6
21	CCOC(=O)N1CCN(C(=O)c2cc3cc(OC)c(OC)cc3[nH]2)CC1	1.9	-1	-85	6	-62	5	0	8	2	-1
22	CC(C)(C)c1ccc(OCC(=O)Nc2ccncc2)cc1	-0.5	9	-5	-6	2	3	0	9	-8	-6
23	CN(C)S(=O)(=O)N(CC(=O)NCc1ccccc1)c1ccccc1	0.4	3	0	3	0	0	-2	0	-5	7
24	COc1cc(C(=O)Nc2ccc3c(c2)OCO3)ccc1-n1cnnn1	-0.2	-4	4	-4	5	-5	6	-14	0	-3
25	COc1ccc(CCNC(=O)/C=C/c2ccco2)cc1OC	0.2	1	-6	-7	-4	1	-1	-7	-2	-4
26	CC(C)NC(=O)c1onc(CSc2ccc(C(C)C)cc2)c1C(=O)O	0.5	2	-8	-2	0	-10	3	6	-26	4
27	O=C(COC(=O)c1ccc(O)cc1)Nc1ccc2[nH]c(=O)[nH]c2c1	0.5	-7	-2	3	2	-4	0	2	9	-5
28	CCCCN1C(C(=O)Nc2cc(C)on2)=C(O)c2ccccc2S1(=O)=O	0.4	-1	-287	-27	-263	-9	1	10	-6	0
29	CCCCNC(=O)Cc1c(O)c2ccccc2[nH]c1=O	1.4	4	-11	6	-12	2	-3	0	-9	-1
30	O=C(COC(=O)Cc1c[nH]c2ccccc12)NC1CCCCC1	0.5	1	-2	-45	0	8	1	-8	5	6
31	CCN(CC)S(=O)(=O)c1cccc(-c2n[nH]c(=S)n2C(C)COC)c1 (stereo unspecified)	-0.6	-9	1	13	-1	5	3	14	-6	1
32	Cc1ccc(NC(=O)CSc2nnc(-c3cc(C)[nH]n3)n2N)cc1	-0.1	0	-3	-8	3	-10	-1	2	6	-6
33	O=C(c1ccc(S(=O)(=O)N2CCOCC2)cc1)N1CCN(C2=NS(=O)(=O)c3ccccc32)CC1	0.2	-8	0	-2	-3	5	1	-1	-9	-5
34	O=C(c1cc(=O)c2ccccc2o1)N1CCN(c2cccc(Cl)c2)CC1	0.1	-4	1	-4	-1	4	1	-14	-12	4
35	COc1ccccc1C/C(N)=N/OC(=O)COc1ccc(C)cc1C	0.1	1	0	-4	0	-7	-4	1	3	4
36	CCOc1ccc(N2CC(C(=O)Nc3ccc(S(=O)(=O)Nc4nccs4)cc3)CC2=O)cc1 (stereo unspecified)	-0.1	-1	-6	-31	-2	-3	1	-13	-2	5
37	COCCNC(=O)COc1ccccc1C	0.0	-3	4	5	0	8	-2	1	0	6
38	Cn1nnnc1SCC(=O)Nc1cc(S(=O)(=O)N2CCCCC2)ccc1Cl	0.2	6	0	-2	-1	1	0	8	3	-4
39	CCCN1C(=O)/C(=C\c2ccncc2)SC1=Nc1ccccc1	0.2	-3	2	6	0	-2	3	-2	6	-8
40	CCSc1nnc(NC(=O)c2nc3nc(C)cc(C)n3n2)s1	-0.5	-9	-14	3	-5	2	2	20	-9	5
41	COC(=O)CC1C(=O)NCCN1C(=O)CSc1nc2ccccc2c(=O)n1CC(C)C (stereo unspecified)	-0.2	4	-4	4	2	-1	0	-4	2	-2
42	Cc1ccc(-n2c(SCC(=O)N/N=C/C=C\c3ccco3)nnc2-c2ccccc2)cc1	0.3	-8	-1	-14	-2	-9	2	x	x	6
43	CCCCCCNC(=O)Cc1ccc(Br)cc1	-0.7	5	2	-6	2	4	-5	3	-10	7
44	CCOC(=O)C1CCN(CC(O)COCc2ccccc2)CC1 (stereo unspecified)	-0.3	-8	-1	1	3	8	0	5	-6	-2
45	O=C(Nc1cccc(S(=O)(=O)NC2=NCCC2)c1)c1cc(-c2ccco2)nc2ccccc12	-12	-34	i	-2	-423	-4	30*	2	15	4
46	Cn1cc(CN2C[C@]3(C)C[C@H]2CC(C)(C)C3)c(-c2ccc3c(c2)OCCO3)n1	0.9	-1	1	2	-1	-8	3	7	-7	0
47	CC(C)c1ccc(OCC(=O)NC(C)c2ccccc2)cc1 (stereo unspecified)	-0.4	11	-3	-4	0	-9	-3	3	-7	0
48	COC(=O)COc1cccc2c(=O)n(CC(=O)N3CCCCC3)ccc12	-0.2	2	-3	3	3	-5	-3	4	0	2
49	COC(=O)C1=C(C)N(Cc2ccccc2)C(=S)NC1c1ccc(Cl)cc1 (stereo unspecified)	-0.2	0	2	7	1	8	0	5	9	10
50	O=C(NC1CCCCN(Cc2cccc(Cl)c2)C1=O)c1c(F)cccc1F (stereo unspecified)	0.0	4	0	-3	-1	5	-5	x	x	1
